# Screening data as filed in PubChem.
# CAL PDZ FP-1: human CAL PDZ-peptide interaction inhibition. Q9HD26. purified CAL PDZ, TMR-peptide fluorescence polarization, 1 h. inhibition, % at 20 µM. actives 0.02% (n = 330,000). AID 504414;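 active = highest replicate inhibition of at least 40%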;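 also: plate controls were DMSO neutral control wells for no effect and unlabeled competitor peptide control wells for full effect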
#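 Read-out basis: mP drop reported as inhibition | Assay system: Tagged CAL PDZ protein CerCALP, purified | Benchmarks: Unlabelled peptide for full inhibition, DMSO wells as neutral | Schedule: 1 h incubation at room temperature before polarization reading | Buffer or medium: Sodium phosphate/NaCl buffer pH 7.4 with TCEP, IgG, Thesit | Doses: Single point, 20 µM | Measured by: Fluorescence polarization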
# Rtt109 Vps75: inhibitors of Candida albicans Rtt109/Vps75 histone acetyltransferase; AID 540336; Q5AAJ8; inhibition, % at 34.9 µM; actives 0.16% (n = 330,000); purified Rtt109/Vps75, ThioGlo CoA-SH fluorescence, 4 h;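 active = inhibition of at least 50% in every replicate; inconclusive = best replicate reaches 50% inhibition but some replicates fall short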
# dFosB activator: mouse delta FosB homodimer activation; AID 493131; activation, % at 25 µM; actives 0.99% (n = 340,000); purified delta FosB, TAMRA-CDK5 oligo fluorescence polarization; percent of positive-control signal above neutral wells; P13346;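 active = mean activation above about 17%, with every replicate also reaching it, limit read from the data, passing the limit was not always enough; inconclusive = only one of the two conditions met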;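 also: fluorescence polarization rise as delta FosB binds a TAMRA Cdk5 AP-1 oligo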
# Target sequence (P13346 whole entry, looked up): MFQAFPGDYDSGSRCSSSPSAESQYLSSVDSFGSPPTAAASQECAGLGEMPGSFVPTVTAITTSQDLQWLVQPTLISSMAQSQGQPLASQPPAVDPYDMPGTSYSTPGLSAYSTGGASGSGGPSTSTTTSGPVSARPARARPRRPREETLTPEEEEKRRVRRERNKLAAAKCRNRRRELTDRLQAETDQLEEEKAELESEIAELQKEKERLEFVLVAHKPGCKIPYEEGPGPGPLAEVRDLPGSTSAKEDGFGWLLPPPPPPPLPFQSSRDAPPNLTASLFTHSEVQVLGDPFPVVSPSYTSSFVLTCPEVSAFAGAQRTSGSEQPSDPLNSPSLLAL
# CAL PDZ FP-2: blocks peptide binding to the human CAL PDZ domain. purified CAL PDZ, TMR-peptide fluorescence polarization, 1 h. inhibition, % at 24.9 µM. actives 0.92% (n = 300,000). AID 602252;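 active = mean inhibition of at least 30% with at least half of replicates also reaching 30%; inconclusive = no clear call, values can overlap the other calls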;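 also: 0% = DMSO neutral control and 100% = excess unlabeled competitor peptide PRC23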
# MITF TRPM1 HTS: MITF TRPM1 promoter activation in melanoma cells; SK-MEL-5 TRPM1-promoter luciferase, 24 h; % of positive control, neutral wells = 0; activation, % at 12.5 µM; actives 0.75% (n = 300,000);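 active = mean activation of at least 80% with every replicate also reaching 80%; inconclusive = mean reaches 80% but some replicate falls short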;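 also: 0% = neutral control wells and 100% = parthenolide positive control wells; values of inactives mirror those of a sister screen read the other way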
# V-ATPase pHluor: yeast V-ATPase proton transport regulation by pHLuorin; S. cerevisiae, pHLuorin cytosolic pH fluorescence; response, % at 10 µM; actives 0.37% (n = 350,000); in the data active = response mostly above about 7.3%, no sharp cut-off; inactive = mostly below about 5.4%; also: actives read high; inactives centre near 0; some compounds called inactive have numbers as strong as hits
# Tat export inh: inhibitors of E. coli Tat protein transport; inhibition, % at 10 µM; AID 488895; E. coli MC4100 TorA-mCherry Tat export, fluorescence; actives 0.036% (n = 340,000);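 active = mean replicate inhibition at least 50% and at least half of replicates individually reaching 50%; inconclusive = only one of the two criteria met; inactive = neither criterion met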;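 also: exported cargo escapes ClpAP degradation while cytoplasmic cargo is degraded and loses fluorescence; 0% = median of neutral control wells and 100% = median of NaSCN control wells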
# CDK5 inh: CDK5/p35 (human) kinase inhibition | actives 0.01% (n = 330,000) | inhibition, % at 10 µM | Recombinant CDK5/p35, ADP-Glo luminescence, 60 min;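 active = highest replicate inhibition of at least 50% and at least 75% of replicates reaching 50%; inconclusive = only one of the two criteria met; inactive = both criteria failed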;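 also: plate controls were DMSO neutral control for no effect and GW8510 at 10 µM for full effect; many of its hits are not listed in these tables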
# Target sequence (Q00535 whole entry, looked up): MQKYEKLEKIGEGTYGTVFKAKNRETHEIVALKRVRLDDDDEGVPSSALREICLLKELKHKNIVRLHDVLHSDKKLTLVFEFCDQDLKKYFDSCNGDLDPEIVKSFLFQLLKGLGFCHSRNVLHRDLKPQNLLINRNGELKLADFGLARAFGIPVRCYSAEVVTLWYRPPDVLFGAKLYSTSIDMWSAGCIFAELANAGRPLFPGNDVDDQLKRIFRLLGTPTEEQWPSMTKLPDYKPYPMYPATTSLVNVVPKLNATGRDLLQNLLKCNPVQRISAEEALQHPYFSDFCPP
# Target sequence (Q15078 whole entry, looked up): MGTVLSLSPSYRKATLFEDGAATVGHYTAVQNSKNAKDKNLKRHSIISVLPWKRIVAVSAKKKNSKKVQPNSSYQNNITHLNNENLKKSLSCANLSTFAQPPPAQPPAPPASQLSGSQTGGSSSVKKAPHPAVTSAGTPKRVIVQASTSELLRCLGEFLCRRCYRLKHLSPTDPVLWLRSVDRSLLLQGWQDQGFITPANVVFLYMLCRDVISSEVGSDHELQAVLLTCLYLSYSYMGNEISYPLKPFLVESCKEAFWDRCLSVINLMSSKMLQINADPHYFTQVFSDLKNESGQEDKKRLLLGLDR
# cardiac RTF act: cardiac RTF calcium sensitization | P19429+P45379 | IANBD-labeled TnC RTF fluorescence at EC20 calcium; 0% EC20 calcium, 100% full calcium | activation, % at 7.2 µM | actives 0.24% (n = 340,000) | AID 493008;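 active = activation above the mean over all tested compounds plus 3 SD, cut at about 30% in these data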;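 also: rise in fluorescence read as greater calcium sensitivity of cardiac thin filaments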
# Wnt bcat act: Wnt/beta-catenin pathway activation | Wnt/beta-catenin reporter cell assay, activator, plate reader | activation, % at 9.35 µM | actives 1.2% (n = 300,000) | AID 743398; in the data active = activation above about 30%, passing the limit was not always enough; inconclusive = no clear call, values can overlap the other calls;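 also: 0% = neutral control wells and 100% = positive control wells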
# Starred values were filed as active, the others as inactive; ? = inconclusive; · = not tested or not shown. No enrichment for hits. Share with any hit: about 4.1%.
SMILES,CAL PDZ FP-1,Rtt109 Vps75,dFosB activator,CAL PDZ FP-2,MITF TRPM1 HTS,V-ATPase pHluor,Tat export inh,CDK5 inh,cardiac RTF act,Wnt bcat act
COC(=O)c1cc(NC(=O)N2c3ccccc3Sc3ccccc32)cc(C(=O)OC)c1,-1.3,6,-7,-3,5,-3,14,-0.3,-3,-1
CCOC(=O)c1c(NC(=O)CSc2nnc3ccccn23)sc2c1CCC2,-2.5,-7,-1,-5,-2,0,-2,-0.3,-6,11
Cc1cc(C)c(S(=O)(=O)Nc2ncccc2C)c(C)c1,-2.2,-3,-8,·,2,4,5,2.6,2,-1
COc1ccccc1N1CCN(C(=O)CCNC(=O)Cn2ccc3ccccc3c2=O)CC1,-2.3,5,-2,-7,2,-1,1,1.1,0,1
COC(=O)c1ccccc1NC(=O)c1ccc(NS(C)(=O)=O)cc1,-1.2,-20,-18,-3,15,1,-4,0.1,8,·
Cc1ccc(NC(=O)CN(C)S(=O)(=O)c2ccc3c(c2)n(C)c(=O)c(=O)n3C)cc1,-0.3,1,13,-3,-10,-3,2,-1.1,1,0
O=C(c1cc(-c2ccccn2)nc2ccc(Br)cc12)N1CCN(S(=O)(=O)c2ccccc2)CC1,-1.1,-2,-14,-2,-22,0,-1,0.1,1,-1
C=C(C)COc1ccc(-c2nc(N)nc(C)c2Oc2ccccc2OC)c(O)c1,-1.6,-8,-4,1,-2,-1,21,-0.6,-5,·
COCCCC1CCN(C(=O)c2cc(COc3ccc(C)nc3)on2)CC1,-1.0,-3,-12,1,-11,11,7,0.3,-2,1
Cc1cc(-n2c(C)cc(C(=O)CSc3ccc4c(c3)OCCO4)c2C)no1,-0.4,13,-5,-8,-5,5,0,-0.9,3,-4
CCNc1nc(NCC)nc(N/N=C/c2ccc(O)c(O)c2)n1,-1.9,11,3,-1,-3,-1,-4,2.6,3,-1
Cc1cnc(C(=O)OCC(=O)NC(C)CCc2ccccc2)cn1 (configuration not stated),-0.9,-4,-9,2,-17,22,2,-0.4,-4,·
CC(=O)c1cn(Cc2ccccc2)c(=O)n(Cc2ccc(F)cc2)c1=O,-0.3,3,-9,12,-3,2,-9,-4.8,5,-1
CC(=O)Oc1ccc(-n2c(=O)c3ccccc3c3ccccc3c2=O)cc1,-1.0,12,-7,·,-4,-2,-2,1.6,5,-1
CCOC(=O)c1cc(=O)[nH]c2ccccc12,-1.0,1,-2,6,-11,0,-4,-0.4,0,1
CCCN=C1N(CC)C[C@@H]2[C@@H]3C(=O)N(C)C(=O)[C@@H]3[C@](C)(C(=O)OC)N12,0.5,1,-4,2,1,3,16,-0.8,-7,-1
CC(=O)c1ccc(N2C(=O)C3C4C=CC(CC4)C3C2=O)cc1 (configuration not stated),-0.9,-4,-5,-1,4,4,-2,-1.0,2,-3
Cn1c(SCC(=O)Nc2ccccc2)nnc1-c1ccc2nonc2c1,-0.3,12,-2,-8,-9,-3,-3,0.4,4,0
COc1ccc(CN(C)Cc2nc3cc(OC)c(OC)cc3c(=O)[nH]2)c(OC)c1,-0.7,3,-12,0,1,1,-6,0.1,-1,0
Cc1ccc(C(=O)COC(=O)CNC(=O)c2ccco2)cc1,0.1,8,0,1,·,4,-7,2.8,1,-2
O=C(NCc1cn(-c2ccccc2)nc1-c1ccccc1)c1cc([N+](=O)[O-])cc([N+](=O)[O-])c1,-1.2,0,8,-1,16,2,-6,0.4,1,-4
O=C(NNC1=NC2(CCCC2)Cc2ccccc21)c1ccncc1,0.4,2,-1,3,-2,-2,-2,-0.6,0,2
Cc1ccc(CNC(=O)C2CC(c3cccc([N+](=O)[O-])c3)=NO2)cc1 (configuration not stated),-0.7,-10,-7,-4,0,-1,-2,-1.1,0,3
Cc1cc(C)nc(NS(=O)(=O)c2ccc(NC(=O)c3cc(-c4ccccc4)nc4ccccc34)cc2)n1,-2.3,5,-18,1,-2,-4,-6,1.6,-7,0
FC(F)C(F)(F)c1cc(-c2ccccc2)n[nH]1,-0.7,-1,-6,-5,19,-3,10,0.5,4,9
COCCc1nc2ccc(C(=O)N3CCCCC3COC)cc2o1 (configuration not stated),-2.9,9,6,-1,8,0,-2,1.0,-3,2
COc1cc(O)c(CCC(=O)c2ccc(OC)c(OC)c2)c(OC)c1,-1.4,-3,1,·,-4,2,0,2.2,-2,-2
CCOc1ccc(CNC(=O)c2ccc(Sc3ccc(Cl)cc3)c(NC(C)=O)c2)cc1OC,-0.8,-3,-4,0,-18,1,8,0.7,1,·
COc1cc(N)c(Cl)cc1C(=O)OCC(=O)N(C)C1CCCCC1,-1.2,3,-1,-4,12,-1,-1,-1.5,3,2
CN(Cc1ccccc1)S(=O)(=O)c1ccc(Cl)nc1,-0.8,-3,9,-4,5,1,-11,0.2,-1,·
NC(=NCc1ccccc1)c1cccc([N+](=O)[O-])c1,1.3,0,2,-2,·,2,1,0.0,-1,14
CCOC(=O)c1csc(NNC=O)n1,-0.5,0,4,-3,-7,5,3,-1.1,-1,·
COC(=O)COc1coc(CN2CCN(c3cccc(Cl)c3)CC2)cc1=O,-2.7,6,-12,9,-1,-2,-10,1.4,-2,-2
Cc1ccc(CNC(=O)c2nn(C)c(C)c2[N+](=O)[O-])cc1,0.4,6,-4,-6,0,2,3,-3.4,4,-1
COc1ccc(NC(=O)Cc2c(F)cccc2Cl)cc1,-3.2,-2,2,-2,17,-3,6,-0.3,2,-3
COc1ccc(/C=C2\Oc3cc(OCC(=O)N4CCC(C(=O)O)CC4)ccc3C2=O)c(OC)c1OC,-4.6,0,-8,4,12,6,4,0.2,7,-2
O=C(NCc1ccccn1)Nc1ccc(F)cc1,-0.2,0,-6,-4,21,8,-2,-1.1,6,20
OCCC1CN(Cc2cnc(-c3ccccc3)s2)CCN1Cc1ccccc1 (configuration not stated),-0.8,6,-2,-4,-22,-3,-5,1.8,3,0
Cc1cc(C(=O)Nc2cc(C(F)(F)F)ccc2N2CCOCC2)no1,-1.4,0,1,-2,10,2,8,-1.3,-6,0
Cc1csc(NC(=O)c2cc3ccccc3o2)n1,-1.1,19,-20,8,7,-2,9,1.2,5,?
S=C(Nc1ccccc1Cl)N1CCCCC1,-0.7,-10,0,-8,-10,-1,6,-1.1,7,-2
O=C(CN1CCN(c2ccccc2)CC1)Nc1ccccc1Cl,-2.5,·,-8,0,0,4,0,-5.5,-5,-2
Cn1c(=O)c2c(ncn2CC(=O)NCc2cccnc2)n(C)c1=O,-0.9,-6,5,10,9,-6,-3,-0.4,-7,·
Cn1c(=O)[nH]c(=O)c2c1[nH]c(=S)n2Cc1ccc(Cl)cc1,-0.5,0,2,1,·,0,-1,-0.5,0,1
O=C(COC(=O)/C=C/c1cccc(Br)c1)NC1CCCC1,-0.2,-11,-7,-3,1,7,-4,0.9,-3,0
O=C(CN1CCN(c2ncccn2)CC1)N1CCc2ccccc21,-1.4,-19,0,4,16,-3,-2,1.7,1,-5
CC(C)C(=O)Nc1c2c(nn1-c1ccc(F)cc1)CSC2,-0.2,-24,-1,1,-4,-1,-3,0.9,-9,1
CCOC(=O)C1(Cc2ccccc2)CCCN(C(=O)C=C(C)C)C1 (configuration not stated),0.2,0,-3,·,88*,0,6,-1.1,3,4
O=C(OCc1ccc([N+](=O)[O-])cc1)C1CC(=O)N(c2ccccc2)C1 (configuration not stated),-1.1,5,-2,0,-7,3,-1,5.6,6,-1
O=C(c1ccc(F)cc1)N1CCCCC(Sc2nnnn2-c2ccccc2)C1=O (configuration not stated),-1.1,3,-8,0,9,6,16,-0.9,-5,0
CC(=O)N1CCN(c2ccc([N+](=O)[O-])c(NCC3CCCO3)c2)CC1 (configuration not stated),-0.9,25,-1,-1,-9,0,7,2.2,2,·
CC(C)Oc1ccc(C(=O)OCC(=O)NC(=O)NC2CCCC2)cc1,-0.5,18,-10,3,4,2,13,-1.2,-6,-2
COc1ccc(Cc2nnc(NC(=O)Nc3ccc(F)cc3)s2)cc1,0.5,-1,7,3,·,-4,-3,2.0,2,1
Cc1cnc(NC(=O)NCC2CCCC(CNC(=O)Nc3ncc(C)s3)C2)s1 (configuration not stated),-1.0,11,-11,67*,-4,3,-11,3.1,1,2
C/C(=N\NC(=O)Cn1c(C)nc2ccccc21)c1cccs1,-0.1,-4,0,5,9,1,-2,-6.3,-6,·
O=C(Nc1c2c(nn1-c1ccccc1)CS(=O)(=O)C2)c1ccccc1C(F)(F)F,-1.9,-6,-3,·,11,-1,0,-1.2,-1,-3
COc1ccc(Cl)cc1C1=CC(=O)C[C@H](c2ccc(F)cc2)C1,-2.4,1,-1,-5,10,0,18,-0.4,-5,1
COCCSc1ccccc1C(=O)N1CCC(Cc2ccccc2)CC1,16,-17,-5,-5,-3,5,8,-1.8,12,-1
N#CC1CCN(C(=O)c2ccc3c(Cl)c4c(nc3c2)CCCC4)CC1,-2.6,-5,-9,-4,5,-2,0,2.2,1,-3
CC(=O)N[C@@H](Cc1c[nH]c2ccccc12)C(=O)OCc1cc(C(F)(F)F)cc(C(F)(F)F)c1,0.0,19,2,-3,3,-3,16,0.9,2,-5
# Additional entries.
SMILES,CAL PDZ FP-1,Rtt109 Vps75,dFosB activator,CAL PDZ FP-2,MITF TRPM1 HTS,V-ATPase pHluor,Tat export inh,CDK5 inh,cardiac RTF act,Wnt bcat act
O=C(Nc1ccccc1O)c1ccc2c(c1)C(=O)N(Cc1ccco1)C2=O,-3.8,-8,-2,-2,-2,-3,-12,-2.5,0,1
Cn1ncc2c(Nc3ccccc3Cl)nc(Nc3ccccc3Cl)nc21,-6.4,-3,7,·,16,9,7,-0.1,4,-9
O=C(N/N=C\C1CC=CCC1)c1ccc(Br)o1 (configuration not stated),-3.0,11,4,·,5,4,-9,-2.3,-4,0
CN1CCN(C(=O)c2ccc(CNS(=O)(=O)c3cccc(Cl)c3)cc2)CC1,-2.6,17,1,0,-3,0,1,0.2,0,-4
O=C(c1oc2ccccc2c1N1CCCCC1)N1CCCCC1,·,7,-7,-5,-10,-1,2,-1.1,-11,·
NS(=O)(=O)c1ccc(NC(=O)C2Cc3ccccc3C(=O)O2)cc1 (configuration not stated),-2.6,18,-1,-6,0,5,-7,2.5,6,·
O=C(O)C(c1ccccc1)N1C(=O)/C(=C\c2ccc(-c3ccc(Br)cc3)o2)SC1=S (configuration not stated),-0.2,10,-10,-2,-9,-1,7,-1.3,63*,-1
O=c1[nH]c2ccccc2nc1NCCN1CCOCC1,-0.6,0,-1,·,1,4,-15,0.2,-2,·
O=C(CSc1nnnn1C1CCCCC1)N1c2ccccc2Sc2ccccc21,-0.4,-6,-4,-1,3,-3,7,-0.6,-2,-8
